High-throughput results from PubChem.
SIAE primary: human SIAE inhibition, primary screen | Q9HAT2 | SIAE FP-Rh probe binding, fluorescence polarization | inhibition, % at 9.66 µM | hit rate 0.69% among 370,000 | AID 1053197;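 active = inhibition above a cutoff: mean of compounds within the control limits plus 3 SD of those, cut at about 17% in these data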;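 also: 0% = plate median of compound wells and 100% = probe without SIAE protein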
Target sequence (Q9HAT2 whole entry, looked up): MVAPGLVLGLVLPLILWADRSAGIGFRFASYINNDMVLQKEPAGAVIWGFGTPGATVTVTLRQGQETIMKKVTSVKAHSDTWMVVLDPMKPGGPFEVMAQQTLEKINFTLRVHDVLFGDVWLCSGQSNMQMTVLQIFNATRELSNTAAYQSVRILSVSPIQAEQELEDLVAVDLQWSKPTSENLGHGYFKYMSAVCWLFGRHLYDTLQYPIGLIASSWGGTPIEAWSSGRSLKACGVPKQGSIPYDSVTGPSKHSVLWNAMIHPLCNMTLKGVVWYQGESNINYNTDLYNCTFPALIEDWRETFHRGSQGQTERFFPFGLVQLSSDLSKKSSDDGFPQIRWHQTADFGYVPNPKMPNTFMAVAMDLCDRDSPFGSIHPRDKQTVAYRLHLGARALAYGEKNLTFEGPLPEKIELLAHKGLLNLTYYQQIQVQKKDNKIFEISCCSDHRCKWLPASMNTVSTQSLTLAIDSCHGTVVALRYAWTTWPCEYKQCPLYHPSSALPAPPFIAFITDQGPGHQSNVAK
PLC-beta3 inh: blocks human PLC-beta3 enzyme activity; hit rate 0.18% among 370,000; Purified PLC-beta3, fluorogenic substrate, fluorescence; Q01970; inhibition, % at 12.2 µM; in the data active = inhibition above about 11%;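 also: 0% = median of compound wells on plate and 100% = full blocker control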
Tn7 DDE FP: inhibitors of Tn7 peptide binding to human fibrin DD(E). FP displacement of FITC-Tn7 peptide from fibrin DD(E); 0% = median of compound wells per plate. hit rate 0.13% among 370,000. inhibition, % at 8.3 µM. AID 720508. P02675;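 active = inhibition above the mean of compounds falling within the control limits plus 3 SD of them, cut at about 14% in these data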;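 also: 0% = plate median of compound wells and 100% = 10 µM Aha-Tn7 peptide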
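Assay system: human fibrin DD(E) protein / Input: 2 µM fibrin DD(E) / Benchmarks: high control of 10 µM Aha-Tn7 peptide / Measured by: fluorescence polarization of the labelled Tn7 tracer / Medium: Tris buffer with calcium and detergent, pH 7.8 / Timing: 10 min compound pre-incubation, 3 h probe incubation at room temperature / Repeats: one replicate per compound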
ADAM10 inh: ADAM10 inhibition, QFRET primary screen; O14672; recombinant ADAM10, EDANS/DABCYL FRET peptide cleavage, 3 h; inhibition, % at 7 µM; hit rate 0.62% among 370,000; AID 720582;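 active = inhibition above a per-campaign cutoff equal to the mean of compounds falling between control-based bounds plus 3 SD, cut at about 20% in these data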;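 also: 0% = DMSO wells while the 100% control is not disclosed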
ARFGAP1 inh: inhibitors of rat ARFGAP1. Q62848. Arfgap1-stimulated ARF1 GTP hydrolysis, GDP FP detection. inhibition, % at 16.5 µM. hit rate 0.26% among 360,000. AID 651572;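 active = inhibition above a per-plate limit, mean inhibition of low control wells plus 3 SD, cut at about 25% in these data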;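 also: 0% = DMSO wells with enzyme and 100% = wells lacking Arfgap1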
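Repeats: one replicate per compound; assay system: rat Arfgap1 catalytic domain, aa 1-136; times: enzyme reaction 120 min at 25 °C after 20 min preincubation; detection: FP of antibody-bound GDP Alexa 633 tracer, ex 620/em 688 nm; benchmarks: high control wells lacking Arfgap1, low control full reaction with DMSO; reagent: human ARF1(Δ1-17)-GTP substrate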
ASAP1 inh: inhibitors of human ASAP1 ArfGAP activity; ASAP1-stimulated ARF1 GTP hydrolysis, GDP FP detection; hit rate 0.19% among 360,000; inhibition, % at 16.5 µM; in the data active = inhibition above about 25%;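 also: 0% = vehicle with enzyme and substrate and 100% = no enzyme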
TDP2 absorb: blocks human TDP2 phosphodiesterase activity; recombinant TDP2, T5PNP hydrolysis, p-nitrophenol absorbance 415 nm; inhibition, % at 12.8 µM; hit rate 0.34% among 370,000;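 active = inhibition above the mean of all tested compounds plus 3 SD, set per campaign, cut at about 25% in these data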;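 also: 0% = DMSO with enzyme and 100% = buffer with substrate but no TDP2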
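Incubation: 2 h at 37 °C; Test system: recombinant human TDP2; Quantity: enzyme 120 nM; Read-out basis: percent inhibition; Medium: 50 mM Tris-HCl pH 7.5 with Mg2+, KCl, DTT, BSA; Repeats: single replicate; Compound: 12.8 µM single point, 1% DMSO; Signal: epi absorbance; Reagent: 5 mM T5PNP chromogenic substrate; Benchmarks: no-enzyme high, DMSO-plus-enzyme low.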
ADAM17 inh: inhibits human ADAM17 | P78536 | recombinant ADAM17, EDANS/DABCYL FRET peptide cleavage | inhibition, % at 6.95 µM | hit rate 0.83% among 370,000;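 active = inhibition above the mean of compounds lying between control limits plus 3 SD, set per campaign, cut at about 8.5% in these data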;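 also: 0% = DMSO-only wells as the low control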
Target sequence (P78536 215-824 limits assumed): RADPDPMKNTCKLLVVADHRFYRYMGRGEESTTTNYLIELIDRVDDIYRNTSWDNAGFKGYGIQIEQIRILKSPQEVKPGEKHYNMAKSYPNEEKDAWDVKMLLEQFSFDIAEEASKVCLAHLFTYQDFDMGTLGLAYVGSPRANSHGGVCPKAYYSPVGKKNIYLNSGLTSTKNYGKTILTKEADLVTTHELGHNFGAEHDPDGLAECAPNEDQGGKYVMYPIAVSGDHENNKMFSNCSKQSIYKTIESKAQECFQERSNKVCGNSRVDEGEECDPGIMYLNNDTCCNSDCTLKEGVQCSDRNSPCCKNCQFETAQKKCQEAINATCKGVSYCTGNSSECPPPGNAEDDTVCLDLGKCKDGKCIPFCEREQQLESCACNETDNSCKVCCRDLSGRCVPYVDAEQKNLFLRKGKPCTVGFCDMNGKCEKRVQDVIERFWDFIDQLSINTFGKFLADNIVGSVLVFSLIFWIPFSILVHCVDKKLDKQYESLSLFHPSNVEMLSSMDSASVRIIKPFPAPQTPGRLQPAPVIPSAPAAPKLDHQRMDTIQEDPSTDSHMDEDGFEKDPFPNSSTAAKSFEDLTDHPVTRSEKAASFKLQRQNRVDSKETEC
PLC-gamma1 inh: PLC-gamma1 (human) inhibition, primary screen | purified PLC-gamma1, fluorogenic substrate, fluorescence | inhibition, % at 12.2 µM | P19174 | hit rate 0.84% among 370,000; in the data active = inhibition above about 9.5%
DDE Tn6 FP inh: inhibitors of Tn6 peptide binding to human fibrin DD(E); P02675; Fibrin DD(E) TRITC-Tn6 fluorescence polarization displacement; inhibition, % at 8.3 µM; hit rate 0.21% among 370,000; AID 720509;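 active = inhibition above a per-campaign cutoff: mean of compounds within control limits plus 3 SD, cut at about 15% in these data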;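 also: 0% = median of all compound wells on the plate and 100% = blocking peptide control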
The depositor's hits bear a star; x = not tested or not shown.

nr | structure | SIAE primary | PLC-beta3 inh | Tn7 DDE FP | ADAM10 inh | ARFGAP1 inh | ASAP1 inh | TDP2 absorb | ADAM17 inh | PLC-gamma1 inh | DDE Tn6 FP inh
1 | CC1=C(C(=O)NC2CC(C)(C)Cc3c2cnn3-c2ccc(C)cc2)OCCO1 (stereo not drawn) | 5 | -5 | -1 | -3 | -5 | -1 | -5 | 1 | 5 | -4
2 | COc1ccc(S(=O)(=O)N2CCC(C(N)=O)CC2)cc1C(=O)N1CCCCCC1 | 6 | -3 | 1 | 1 | -9 | -3 | -5 | 0 | 0 | -3
3 | CCc1cccc2c(C(=O)CN3C(=O)NC4(CCCCCC4)C3=O)c[nH]c12 | -8 | -6 | 5 | -5 | 10 | 11 | 2 | 1 | -1 | 0
4 | CC(=O)NC1C(=O)N(CC(C)C)c2ccccc21 (stereo not drawn) | 3 | -3 | 2 | -7 | 0 | -7 | 4 | -6 | 1 | -2
5 | Cc1cc(C)n2c3c(c(C#N)c2n1)CCCC3 | -4 | -323 | 0 | -67 | 2 | 1 | -16 | -20 | -276 | 10
6 | CCC(=O)NC(=S)Nc1ccc(NC(=O)COc2ccc(Cl)c(C)c2)cc1 | -16 | -1 | 2 | 6 | 8 | 2 | -4 | 2 | 0 | 7
7 | OCc1nc2ccccc2n1CCCOc1ccccc1 | -5 | 4 | 0 | 15 | 6 | -9 | -15 | 3 | 6 | 0
8 | O=C(NCc1cccnc1)c1ccc(N2CCOCC2)c([N+](=O)[O-])c1 | -1 | 2 | -10 | 8 | -4 | 18 | -20 | 1 | 6 | 5
9 | CCc1sc(C(=O)N2CCN(c3ncccn3)CC2)cc1Br | 2 | -10 | -6 | -13 | 4 | 3 | 1 | -1 | 0 | -1
10 | O=C(Nc1ccccn1)C12CC3CC(C1)CC(C(=O)Nc1ccccn1)(C3)C2 | -3 | 3 | 1 | 1 | 20 | 5 | -17 | -8 | 5 | -6

(next part)
nr | structure | SIAE primary | PLC-beta3 inh | Tn7 DDE FP | ADAM10 inh | ARFGAP1 inh | ASAP1 inh | TDP2 absorb | ADAM17 inh | PLC-gamma1 inh | DDE Tn6 FP inh
11 | Oc1c(Cl)cc(Cl)cc1CNn1cnnc1 | -7 | -1 | 0 | 0 | -6 | 3 | -20 | -3 | 3 | 3
12 | CCc1nnc(NC(=O)c2ccc(S(=O)(=O)N3CCOCC3)cc2)s1 | -8 | 2 | -6 | -7 | 13 | 11 | 2 | -2 | 5 | 0
13 | O=c1[nH]c2cc(Cl)ccc2c(O)c1-c1cccc(Oc2ccccc2)c1 | 0 | -27 | 1 | -4 | 1 | 0 | 8 | -6 | -15 | 14
14 | COc1ccc(-n2c(SCc3nc4ccccc4[nH]3)nc3ccccc3c2=O)cc1 | -22 | -12 | 1 | -6 | x | x | 9 | 0 | -6 | 5
15 | CN(C)c1nc(N)c([N+](=O)[O-])c(NCc2ccccc2)n1 | -3 | -1 | 1 | -1 | 4 | 3 | 5 | 0 | 0 | -9
16 | COCCn1c(SCC(=O)Nc2sccc2C(N)=O)nc2cc(Cl)ccc2c1=O | -12 | -1 | 9 | 2 | -1 | 7 | -7 | 2 | -2 | 8
17 | COc1ccc(NC(=O)C2CCCCN2N)cc1OCC(C)C (stereo not drawn) | 14 | 0 | 0 | -6 | -13 | 6 | -9 | 0 | 1 | 3
18 | CCOC(=O)C(Cc1ccc(OC)c([N+](=O)[O-])c1)NC(=O)CCC(=O)Nc1ccc(OC)cc1 (stereo not drawn) | 10 | 4 | 1 | 5 | -4 | -21 | -9 | 1 | 4 | 2
19 | CC(C)COC(=O)N(C)C[C@@H]1OCc2cn(nn2)CCCC(=O)N([C@@H](C)CO)C[C@H]1C | -3 | 1 | -5 | -11 | -3 | 0 | 2 | -7 | 1 | -1
20 | CCOc1ccc(NC(=O)CSc2nc3c([nH]c4ccccc43)c(=O)n2C)cc1 | 0 | 4 | 2 | -8 | 3 | 10 | 14 | -1 | -3 | -2

Given in transposed form: entries from further up.
14) COc1ccc(-n2c(SCc3nc4ccccc4[nH]3)nc3ccccc3c2=O)cc1
15) CN(C)c1nc(N)c([N+](=O)[O-])c(NCc2ccccc2)n1
16) COCCn1c(SCC(=O)Nc2sccc2C(N)=O)nc2cc(Cl)ccc2c1=O
17) COc1ccc(NC(=O)C2CCCCN2N)cc1OCC(C)C (stereo not drawn)
18) CCOC(=O)C(Cc1ccc(OC)c([N+](=O)[O-])c1)NC(=O)CCC(=O)Nc1ccc(OC)cc1 (stereo not drawn)
19) CC(C)COC(=O)N(C)C[C@@H]1OCc2cn(nn2)CCCC(=O)N([C@@H](C)CO)C[C@H]1C
20) CCOc1ccc(NC(=O)CSc2nc3c([nH]c4ccccc43)c(=O)n2C)cc1
Compound,14,15,16,17,18,19,20
SIAE primary,-22,-3,-12,14,10,-3,0
PLC-beta3 inh,-12,-1,-1,0,4,1,4
Tn7 DDE FP,1,1,9,0,1,-5,2
ADAM10 inh,-6,-1,2,-6,5,-11,-8
ARFGAP1 inh,x,4,-1,-13,-4,-3,3
ASAP1 inh,x,3,7,6,-21,0,10
TDP2 absorb,9,5,-7,-9,-9,2,14
ADAM17 inh,0,0,2,0,1,-7,-1
PLC-gamma1 inh,-6,0,-2,1,4,1,-3
DDE Tn6 FP inh,5,-9,8,3,2,-1,-2

Additional entries follow:
nr | structure | SIAE primary | PLC-beta3 inh | Tn7 DDE FP | ADAM10 inh | ARFGAP1 inh | ASAP1 inh | TDP2 absorb | ADAM17 inh | PLC-gamma1 inh | DDE Tn6 FP inh
21 | CCCc1c(C)c(C#N)c2nc3ccccc3n2c1NCCCN1CCOCC1 | -3 | -67 | -2 | -35 | 9 | -8 | -1 | -13 | -53 | 0
22 | CCOCCCNCC(=O)N1CCN(S(=O)(=O)c2ccc(C)cc2)CC1 | 17* | 3 | -4 | -2 | -4 | 12 | 13 | -5 | 0 | 6
23 | c1ccc(N=Nc2cn[nH]c2-c2ccco2)cc1 | -2 | 1 | 3 | 15 | -1 | -4 | -5 | 2 | 1 | -3
24 | Cc1[nH]nc2c1C(CCc1ccccc1)C(C#N)=C(N)O2 (stereo not drawn) | 3 | -19 | -1 | -20 | -8 | -8 | 7 | -6 | -10 | 4
25 | Cc1ccccc1C1(O)c2ccccc2-c2ccccc21 | -2 | 1 | 0 | 3 | -1 | 11 | -16 | 3 | 3 | 1
26 | Cc1noc(C(=O)Nc2cccc(O)c2)c1Cl | -2 | -6 | 7 | -8 | 13 | 5 | 0 | -4 | 1 | 6
27 | Cc1ccc(C(=O)NCC(=O)OCC(=O)c2ccc3c(c2)NC(=O)CO3)cc1 | 3 | -3 | -4 | 6 | -2 | 3 | -13 | 3 | 2 | -6
28 | O=C1CSC(=S)N1c1ccc(O)cc1 | -2 | -8 | -1 | -6 | 5 | 0 | 2 | -1 | -6 | 0
29 | O=C(Nc1ccc2c(c1)OCO2)C1COc2ccccc2O1 (stereo not drawn) | 7 | -1 | 0 | -16 | -2 | -15 | -3 | -3 | -1 | 0
30 | COC(=O)c1cc(C(=O)Nc2nnc(C3CC3)s2)cc([N+](=O)[O-])c1 | 10 | -2 | -1 | -6 | 8 | 8 | 2 | -3 | 1 | 7

(next part)
nr | structure | SIAE primary | PLC-beta3 inh | Tn7 DDE FP | ADAM10 inh | ARFGAP1 inh | ASAP1 inh | TDP2 absorb | ADAM17 inh | PLC-gamma1 inh | DDE Tn6 FP inh
31 | CC(C)Cn1c(-c2cccnc2)nc2c1c(=O)[nH]c(=O)n2CC(C)C | -6 | -5 | -3 | -5 | -8 | 14 | -9 | -1 | -1 | 6
32 | CN(CC(=O)Nc1cccc(F)c1)C(=O)CC1CCCCC1 | 0 | -8 | 9 | -8 | 11 | -13 | 8 | -4 | -3 | -6
33 | CCCN(C(=O)C1CCN(S(=O)(=O)c2ccc(OC)c(OC)c2)CC1)C1CCS(=O)(=O)C1 (stereo not drawn) | -1 | -5 | -8 | -12 | -9 | 2 | 8 | 0 | 0 | 4
34 | O=C(c1ccccc1)N1CCN(C(=O)c2cc3nc(-c4ccccc4)cc(C(F)(F)F)n3n2)CC1 | 2 | -29 | 3 | -10 | 0 | -7 | -3 | -3 | -15 | -4
35 | CC(=O)Oc1ccc(Cn2cnc3cc4ccccc4cc32)cc1 | 0 | -7 | 0 | -19 | 3 | 8 | -9 | -4 | -9 | -1
36 | Cc1cccc(N=Nc2cnc(N)s2)c1 | 5 | -14 | 11 | -6 | -2 | -4 | -13 | -1 | -1 | 7
37 | Cc1ccc2c(=O)c(C(=O)NCc3cccs3)c[nH]c2c1 | 1 | -2 | 2 | 4 | 8 | 11 | 4 | -4 | 1 | 3
38 | N#Cc1c(-c2ccccc2Cl)cc(C2CC2)nc1N | 3 | -24 | -5 | -60 | -15 | 7 | -5 | -21 | -23 | -7
39 | COc1ccccc1C(=O)NCCC(=O)N1CC=C(c2ccccc2)CC1 | -4 | -9 | -2 | 3 | 8 | -5 | -16 | -3 | 2 | -7
40 | COc1ccccc1CN1CCN(Cc2nc(-c3ccc(C)cc3)oc2C)CC1 | -3 | -17 | -6 | 11 | -11 | -4 | -23 | 5 | -7 | -8

Carrying on:
nr | structure | SIAE primary | PLC-beta3 inh | Tn7 DDE FP | ADAM10 inh | ARFGAP1 inh | ASAP1 inh | TDP2 absorb | ADAM17 inh | PLC-gamma1 inh | DDE Tn6 FP inh
41 | CCN=C1SCC(=O)N1c1ccc(OC)cc1 | 5 | -3 | 0 | -14 | 8 | -3 | -9 | 0 | 1 | -2
42 | O=C(NC1=NCCS1)c1cccc(F)c1 | -6 | -4 | 0 | -12 | -5 | -3 | -6 | -5 | -1 | 1
43 | CSc1cccc(NC(=O)C2CCCN(c3ncnc4c3nc3n4CCCCC3)C2)c1 (stereo not drawn) | -9 | -9 | 1 | -4 | 9 | 2 | 7 | -6 | 0 | -1
44 | Cc1ccc(NC(=O)/C(=C\c2cccs2)NC(=O)c2ccccc2)cc1 | -1 | 2 | 5 | 4 | -5 | -6 | -1 | -5 | 1 | -2
45 | O=C(CN1C(=O)CCSc2ccccc21)Nc1ccc(Cl)c(Cl)c1 | -6 | 1 | 0 | 2 | x | x | -3 | 5 | 1 | -7
46 | CC(C)(C)n1ncc2c(=O)n(CC(=O)c3ccccc3)cnc21 | -3 | 2 | -2 | 7 | 15 | -1 | 0 | 2 | 5 | -1
47 | C[C@@H]1CC2[C@@H]3CC[C@H]4CC(=O)CC[C@]4(C)C3=CC[C@]2(C)[C@@]1(O)C(=O)CO (stereo partly drawn) | -7 | -3 | -5 | 3 | 0 | 6 | -11 | 1 | 5 | -6
48 | CCCc1ccc(C(O)c2ncc(-c3ccccc3F)[nH]2)cc1 (stereo not drawn) | -5 | 4 | -8 | 16 | 12 | 6 | -8 | 9.2* | 3 | -5
